# HCMV inh: qHTS Assay for inhibitors of the human cytomegalovirus (HCMV); HFF cells, HCMV-luciferase reporter, 72 h; stronger effect = lower value; activity change, negative = inhibition, % at 57.5 µM; actives 4.5% (n = 410,000); AID 1259415, 2018; in the data active = activity change below about -60%; inconclusive = no clear call, values can overlap the other calls; inactive = above about -39%
#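 Human foreskin fibroblasts infected with luciferase-reporter HCMV at MOI 1 PFU/cell, compounds at two doses. Luciferase measured 72 h post infection; normalized to buffer-only basal and Salinomycin (10uM) controls.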
# HCV inh: qHTS Assay for Inhibitors of Hepatitis C Virus (HCV). AID 651820, 2012. actives 3.4% (n = 340,000). Potency, µM (top dose mostly 41.8 µM), without a hit: at the highest dose activity change, negative = inhibition, usual class: inhibitors. Huh7.5.1 HCVcc-Cre infection, luciferase reporter, 44 h; also: potency is read from the fitted curve at half-maximal effect
#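 Cells (1,000/well) were plated 4 h before compound, then infected with HCVcc-Cre virus (~0.5 moi). After 44 h further culture, infection was read as luciferase luminescence following a 15 min substrate incubation at room temperature.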
# AmpC detergent: qHTS Inhibitors of AmpC Beta-Lactamase (assay with detergent); P00811; AmpC hydrolysis of nitrocefin, absorbance 480 nm, 0.01% Triton; Potency, µM (titrated, usually from 114 µM), inactives show at the top dose activity change, negative = inhibition, usual class: inhibitors; actives 0.041% (n = 370,000); AID 485294, 2010;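 also: potency is read from the fitted curve at half-maximal effect; 0% = no-compound wells and -100% = no-enzyme wells; nearly all actives have a fitted effect of over 25% in size; some results filed as inactive show a strong effect at the top dose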
# Target sequence (P00811 whole entry, looked up): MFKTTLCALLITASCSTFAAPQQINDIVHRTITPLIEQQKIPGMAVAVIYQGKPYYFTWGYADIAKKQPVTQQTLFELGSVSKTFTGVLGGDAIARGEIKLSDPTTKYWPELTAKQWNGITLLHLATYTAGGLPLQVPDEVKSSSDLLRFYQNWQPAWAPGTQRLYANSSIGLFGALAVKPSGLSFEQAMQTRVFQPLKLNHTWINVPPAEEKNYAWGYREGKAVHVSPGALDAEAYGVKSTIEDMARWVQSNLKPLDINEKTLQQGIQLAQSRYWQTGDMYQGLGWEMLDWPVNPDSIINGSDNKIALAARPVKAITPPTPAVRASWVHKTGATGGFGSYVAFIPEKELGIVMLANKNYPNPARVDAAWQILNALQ
#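 AmpC (5.3 nM in the dispensed reagent) in 20 mM phosphate pH 7.0 with 0.01% (detergent screen) or 0.0001% Triton X-100 was preincubated with compounds for 15 min at room temperature. Nitrocefin was then added from an 800 uM solution, and hydrolysis was followed at 480 nm.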
# AMA1-RON2 inh: qHTS for Inhibitors of AMA1-RON; Towards Development of Antimalarial Drug Lead: Primary Screen. Potency, µM (top dose mostly 58.2 µM), for the others: at the highest dose activity change, negative = inhibition, most hits filed as inhibitors. Plasmodium falciparum AMA1 (3D7) - RON2 peptide interaction. AlphaScreen AMA1-biotinylated RON2 peptide binding. actives 0.2% (n = 360,000). AID 720542, 2013;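 also: potency is read from the fitted curve at half-maximal effect; 0% = vehicle wells and -100% = peptide control; nearly all actives have a fitted effect of over 45% in size; some results filed as inactive show a strong effect at the top dose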
#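 AMA1 (3D7) with his tag at 25 nM final met compounds first, then biotinylated RON2 peptide at 25 nM; detection used donor plus acceptor beads, 10 µg/mL apiece, read by AlphaScreen after 30 min at room temperature.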
# Sm TGR block: qHTS Assay for the Inhibitors of Schistosoma Mansoni Peroxiredoxins | purified TGR, DTNB reduction, TNB absorbance 405 nm | Potency, µM (titrated, usually from 114 µM), for the others: at the top dose activity change, negative = inhibition, usual class: inhibitors | actives 3% (n = 360,000); also: potency is read from the fitted curve at half-maximal effect; nearly all actives have a fitted effect of over 60% in size
#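 First, TGR (20 nM dispensed) and NADPH were mixed with compound. Second, a 15 min room-temperature incubation followed. Third, further NADPH and then DTNB were added to start the reaction. Finally, TNB absorbance was monitored kinetically.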
# FBPA Giardia inh: qHTS Assay for Inhibitors of Fructose-1,6-bisphosphate Aldolase from Giardia Lamblia; actives 0.71% (n = 290,000); purified Giardia FBPA; A8B2U2; Potency, µM (series often up to 59.6 µM), without a hit: at the top dose activity, negative = inhibition, hits mostly inhibitors; also: potency is read from the fitted curve at half-maximal effect; nearly all actives have a fitted effect of over 55% in size
# Target sequence (A8B2U2 whole entry, looked up): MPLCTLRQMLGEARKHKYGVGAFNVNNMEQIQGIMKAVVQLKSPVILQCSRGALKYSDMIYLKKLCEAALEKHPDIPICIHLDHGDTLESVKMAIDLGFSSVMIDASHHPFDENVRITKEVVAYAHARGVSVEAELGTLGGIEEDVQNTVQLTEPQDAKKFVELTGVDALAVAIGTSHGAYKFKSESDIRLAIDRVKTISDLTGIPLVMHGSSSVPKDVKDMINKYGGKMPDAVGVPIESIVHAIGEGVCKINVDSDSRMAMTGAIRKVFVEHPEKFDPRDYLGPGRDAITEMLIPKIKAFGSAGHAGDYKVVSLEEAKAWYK
#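 40 nM FBPA preincubated 10 min at RT with compound (up to 57.5 uM final), then substrate plus GAPDH/TPI/NAD/arsenate coupling and diaphorase/resazurin added. Fluorescence read after 20 min at RT, 525/598 nm.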
# * marks the source's active call; other numbers are inactive results; u = inconclusive; x = not tested or not shown; & = joins results of further samples; [ ] = dose if it differs, or a comment. Unless noted, calls follow the shape of the dose curve; as a rule, active = well fitted curve in the direction sought with a large enough effect; inconclusive = small, poorly fitted or top-dose-only effect, or another doubt; inactive = no such curve, though single readings can be large; an effect the other way counts as inactive or inconclusive. Unless noted, % is scaled to controls: 0 for no effect and ±100 for the full control effect.
SMILES,HCMV inh,HCV inh,AmpC detergent,AMA1-RON2 inh,Sm TGR block,FBPA Giardia inh
Cc1ccc2nc(C)c(C(=O)N/N=C/c3cccs3)n2c1,u,-19%,1%,40%[activator],5%,-6%
Cc1ccc(NC(=O)C2CCN(S(C)(=O)=O)CC2)cc1Cl,27,1%,-10%,0%,-28%,3%
CCc1ccc(-c2cc(C(=O)O)c3ccccc3n2)s1,163,18%,-3%,-2%,-2%,6%
O=C(Cc1n[nH]c(=O)c2ccccc12)N/N=C/c1cc2c(cc1Cl)OCO2,9,9%,2%,17%,-1%,-6%
CCCOc1ccc(C2c3c(oc4ccccc4c3=O)C(=O)N2CCN(CC)CC)cc1OC (stereo not given),-17,-14%,u,-6%,-17%,13%
O=C1Nc2ccc(Br)cc2C(c2ccccc2)=NC1O (stereo not given),u,6%,-4%,5%,11%,3%
O=C(CCC(=O)NNC(=O)c1ccc([N+](=O)[O-])cc1)NCc1ccccc1,1,2%,-1%,42%[activator],x,3%
CC1CCN(C(=O)c2cc(Cl)ccc2NC(=O)c2ccco2)CC1,-60*,-13%,u,3%,6%,13%
O=C(Nc1ccccc1)Nc1nc(-c2ccc(Cl)cc2)cs1,-9,20%,-11%,-8%,0%,8%
Cc1ccc(N=Nc2c(N)n[nH]c2N)cc1,46,-2%,5%,31%[activator],8%,16%
CCc1c(C(=O)O)[nH]c2ccc(Br)cc12,-1,12%,1%,0%,7%,14%
CCOc1ccc(OCC)c(NC(=O)CC(C)n2nc(C)cc2C)c1 (stereo not given),-5,x,22%,x,52%[activator],x
O=S(=O)(c1ccc(NC(=S)NCc2ccncc2)cc1)N1CCCCC1,-65*,3%,-8%,5%,u,5%
Brc1ccc(-c2csc(NC3=NCCCCC3)n2)cc1,12,-22%,-7%,u,-5%,1%
CC1CCCCC1NC(=O)CN(C)S(=O)(=O)c1ccc2c(c1)c(=O)n(C)c(=O)n2C (stereo not given),0,6%,7%,4%,-1%,17%
CC1CCCN(CCCNC(=O)C2CCCN(c3ncnc4c3nc3n4CCCCC3)C2)C1 (stereo not given),-17,6%,-4%,-6%,-1%,-10%
O=C(NCCS(=O)CCNC(=O)C(F)(F)F)C(F)(F)F,-6,9%,-8%,-1%,6%,4%
O=C(c1ccc(N2CCOCC2)c([N+](=O)[O-])c1)N1CCN(S(=O)(=O)c2cccs2)CC1,6,-16%,1%,-9%,9%,-1%
Cc1ccc(NC(=O)COC(=O)Cn2cnc3ccccc32)c([N+](=O)[O-])c1,-15,5%,2%,0%,6%,2%
CCc1ccccc1NC(=O)c1cc(-c2ccc(Cl)s2)nc2ccccc12,13,x,-1%,x,-2%,x
COc1ccc(NC(=O)C2CCN(S(=O)(=O)c3ccc(N4CCCC4=O)cc3)CC2)c(OC)c1,-28,4%,6%,14%,15%,-2%
O=C(CCCN1C(=O)/C(=C/c2ccccc2Cl)SC1=S)N1CCOCC1,-35,u,10%,-14%,-4%,x
CCCN(CCC)S(=O)(=O)c1ccc(NC(=O)c2cc(C(=O)OC)cc([N+](=O)[O-])c2)cc1,u,u,-3%,-4%,16%,0%
COc1ccccc1-c1coc2c(CN3CCN(CCO)CC3)c(O)ccc2c1=O,-20,-4%,x,9%,x,x
O=C(N/C(=C\c1cccc(Br)c1)C(=O)N1CCCCC1)c1ccco1,-27,-10%,u,4%,-14%,-2%

# Sorted by SMILES length (low to high): 3 of the compounds above.
SMILES,HCMV inh,HCV inh,AmpC detergent,AMA1-RON2 inh,Sm TGR block,FBPA Giardia inh
O=C(NCCS(=O)CCNC(=O)C(F)(F)F)C(F)(F)F,-6,9%,-8%,-1%,6%,4%
COc1ccccc1-c1coc2c(CN3CCN(CCO)CC3)c(O)ccc2c1=O,-20,-4%,x,9%,x,x
Cc1ccc(NC(=O)COC(=O)Cn2cnc3ccccc32)c([N+](=O)[O-])c1,-15,5%,2%,0%,6%,2%

# Next part.
SMILES,HCMV inh,HCV inh,AmpC detergent,AMA1-RON2 inh,Sm TGR block,FBPA Giardia inh
COc1cc(-c2[nH]ncc2CN2CCSCC2)cc(OC)c1OC,163,u,-4%,-21%,3%,-10%
CCCCCn1c(=O)[nH]c2cc(C(=O)N3CCN(CC)CC3)ccc2c1=O,-25,-18%,0%,-3%,-2%,4%
Cn1c(=O)c2c(nc(Cl)n2Cc2ccc(Cl)c(Cl)c2)n(C)c1=O,27,u,-3%,16%,6%,x
Cc1ccc(CN(Cc2ccccc2)C(=S)Nc2ccccc2C)o1,55,3.2µM*,-1%,-6%,-7%,0%
CCOC(CCNC(=O)c1cn(-c2cccc(C)n2)cn1)OCC,-2,-5%,1%,0%,0%,-2%
COc1ccc(CNC(=O)c2nnn(CC(=O)Nc3cc(C)cc(C)c3)c2N)cc1,-29&-22,7%,u,u,-3%&-8%,0%
Cc1ccc(C)c(Nc2nnc(-c3ccc(C)c(S(=O)(=O)N4CCN(C)CC4)c3)c3ccccc23)c1,-6,x,-4%,x,-5%,x
CCOc1ccccc1N(CC(=O)Nc1ccc(OC)cc1)S(=O)(=O)c1ccccc1,u,u,-13%,-7%,3%,-2%
C=CCn1c(-c2ccc(Cl)cc2)cnc1SC(C)C(N)=O (stereo not given),2,-2%,2%,6%,7%,-16%
CCN(CC)S(=O)(=O)c1ccc(OC)c(NC(=O)Cn2cnc3c2c(=O)n(C)c(=O)n3C)c1,2,10%,2%,0%,0%[57.1 µM],0%
O=C(c1ccc([N+](=O)[O-])o1)N1CCN(c2nc3ccc(F)cc3s2)CC1,-36,u,-13%,-19%,-2%,x
COc1ccc(N2C(=O)CSC23C(=O)N(Cc2ccccc2F)c2ccccc23)cc1Cl (stereo not given),-34,x,16%,x,4%,x
O=C1C(Cc2ccccc2)S/C(=N/N=C/c2ccco2)N1c1ccccc1 (stereo not given),37,-8%,-6%,-4%,u,-3%
COc1ccc(Nc2nc(-c3ccc(C)cc3)nc3ccccc23)c(OC)c1,-32,x,9%,x,14%,x
CC(C)(C)NCC(O)COc1ccccc1C(C)(C)C (stereo not given),6,u,-21%,-6%,9%,-7%
Cc1ccc(S(=O)(=O)Nc2ccc(C(=O)NCc3ccncc3)cc2)cc1,30,12%,-1%,-17%,-13%,x
OCCN(CC#CC(O)(c1ccccc1)c1ccccc1)CCO,-24,3%,1%,27%,40µM*,-22%
CCOC(=O)CN1C(=O)N[C@@H](c2cccc(C(F)(F)F)c2)C(C(=O)OC)=C1C,0,16%,x,-2%,x,-7%[12.9 µM]
CCOc1ccc(OCCCCN(C)C)cc1,-5,-1%,u,-8%,2%,-23%
CC(=O)c1ccc(N2CCN(S(=O)(=O)c3csc(C(N)=O)c3)CC2)cc1,1,5%,5%,-1%,-2%,x
COc1ccc(CCNC(=O)CN(c2ccc(OC)c(OC)c2)S(=O)(=O)c2ccccc2)cc1OC,15,6%,6%,7%,-25%,x
COCC(C)NC(=O)CCc1nnc(C2(c3ccc(Cl)cc3)CCC2)o1 (stereo not given),25,1%,-2%,5%,-8%,0%
O=C(Nc1ccccc1)C1=C[C@H](c2ccccc2)C[C@H](OCc2ccc(CO)cc2)O1,6,4%[8.37 µM],9%,10%,-8%,-7%
Cc1onc(-c2ccccc2)c1C(=O)N(Cc1ccccn1)Cc1ccccn1,-8,2%,5%,3%,-2%,-3%
COc1cccc(NC(=O)CN(C)C(=O)COc2cc(C)ccc2Cl)c1,-2,u,-1%,-3%,3%,x

# Record cards, as listed above. Screens in order: HCMV inh	HCV inh	AmpC detergent	AMA1-RON2 inh	Sm TGR block	FBPA Giardia inh
# `O=C1C(Cc2ccccc2)S/C(=N/N=C/c2ccco2)N1c1ccccc1` (stereo not given) is listed with 37	-8%	-6%	-4%	u	-3%
# `CCc1ccc(-c2cc(C(=O)O)c3ccccc3n2)s1` is listed with 163	18%	-3%	-2%	-2%	6%
# `Brc1ccc(-c2csc(NC3=NCCCCC3)n2)cc1` is listed with 12	-22%	-7%	u	-5%	1%
# `O=C(c1ccc(N2CCOCC2)c([N+](=O)[O-])c1)N1CCN(S(=O)(=O)c2cccs2)CC1` is listed with 6	-16%	1%	-9%	9%	-1%
# `Cc1ccc(N=Nc2c(N)n[nH]c2N)cc1` is listed with 46	-2%	5%	31%[activator]	8%	16%

# (list continues)
SMILES,HCMV inh,HCV inh,AmpC detergent,AMA1-RON2 inh,Sm TGR block,FBPA Giardia inh
Cc1cccc(-c2nc(CN3CCCC(C(=O)NCc4ccc(Cl)cc4)C3)c(C)o2)c1 (stereo not given),7,x,20%,x,0%,x
Cc1ccc(S(=O)(=O)N2CCN(c3cnn(C)c(=O)c3Cl)CC2)cc1,u,-3%,-13%,2%,10%,4%
Cn1c(=O)c2c(nc(N/N=C/c3cccs3)n2Cc2ccccc2)n(C)c1=O,u,u,-15%,43%[activator],2%,u
Cn1cc(C(=O)NCCc2ccccc2)c(=O)c2cc(S(=O)(=O)N3CCCCCC3)ccc21,6,x,0%,x,31%,x
CC(SCC(=O)Nc1ccccc1Br)c1nc2ccccc2c(=O)[nH]1 (stereo not given),-15,-4%,x,-11%,x,x
CCn1c(C(=O)NCCCN2CCc3ccccc3C2)cc2sccc21,-8,-2%,2%,-11%,-17%,-8%
COC(=O)c1ccccc1NC(=O)COC(=O)CO/N=C(\C)c1ccc2c(c1)OCO2,-19,1%,-4%,-21%,-15%,x
COc1ccc(S(=O)(=O)c2c(O)c3ccc(C(=O)NCc4ccc(Cl)cc4)cc3[nH]c2=O)cc1,1,x,-4%,x,3%,x
Clc1cccc(NCc2nnc3n2CCCCC3)c1,-30,14%,2%,-2%,-1%,1%
O=C(CSc1nnc(Cc2ccccc2)o1)NC1CC2CCC1C2 (stereo not given),-13,9%,u,0%,0%,3%
O=[N+]([O-])c1ccc(N=NNc2ccc([N+](=O)[O-])cc2)cc1,-3,1%,x,-13%,x,x
CC(C)c1ccc(CN2CC(C(=O)Nc3ccccc3)CC2=O)cc1 (stereo not given),32,16%,-1%,3%,-2%,2%
Cc1ccc(NS(=O)(=O)c2ccc(C3CCCCC3)cc2)cc1,-40,u,u,23%,2%,-7%
Cc1c(NC(=O)c2cccc(S(=O)(=O)N(C)c3ccccc3)c2)c(=O)n(-c2ccccc2)n1C,-19,-2%,x,2%,x,x
S=c1[nH]nc(-c2ccccc2)o1,2,15%,6%,17%,6%,u
Cc1cc(O)cc(O)c1C(=O)Cc1cnn(-c2ccccc2)c1,-11,u,u,-10%,-36%,-21%
COC(=O)C1(C)NC(=O)c2ccccc2N1 (stereo not given),6,1%,-16%,-3%,4%,0%
Cc1c(C(=O)NCc2ccco2)oc2c(Cl)cccc12,52,-16%,-15%,-2%,-1%,x
COc1ccc(CCN(C)c2ccc(S(=O)(=O)N3CCCC3)cc2[N+](=O)[O-])cc1OC,u,u,-11%,-21%,-4%,0%
CSc1ncc(Cl)c(C(=O)Nc2ccccc2C)n1,-6,-9%,u,4%,-23%,17%
CCc1ccc(NC(=O)c2ccc3c(=O)n4nc(Nc5ccccc5C)sc4nc3c2)cc1,-17,x,-6%,x,-1%,x
Cc1ccc2c(=O)cc(C(=O)NCc3ccccc3)oc2c1,-16,x,3%,x,1%,x

# Assay outcomes: PubChem BioAssay, National Center for Advancing Translational Sciences (NCATS)
